TLR4-MyD88 BLA: TLR4-MyD88 interaction inhibition in cells. O00206+Q99836. HeLa CL3-4 TLR4/MyD88 BLA complementation, FRET ratio. inhibition, % at 8.4 µM. 200,000 compounds, 0.18% hits; in the data active = inhibition above about 25%;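 also: 0% = vehicle and 100% = reference inhibitor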
Target sequence (O00206 whole entry, looked up): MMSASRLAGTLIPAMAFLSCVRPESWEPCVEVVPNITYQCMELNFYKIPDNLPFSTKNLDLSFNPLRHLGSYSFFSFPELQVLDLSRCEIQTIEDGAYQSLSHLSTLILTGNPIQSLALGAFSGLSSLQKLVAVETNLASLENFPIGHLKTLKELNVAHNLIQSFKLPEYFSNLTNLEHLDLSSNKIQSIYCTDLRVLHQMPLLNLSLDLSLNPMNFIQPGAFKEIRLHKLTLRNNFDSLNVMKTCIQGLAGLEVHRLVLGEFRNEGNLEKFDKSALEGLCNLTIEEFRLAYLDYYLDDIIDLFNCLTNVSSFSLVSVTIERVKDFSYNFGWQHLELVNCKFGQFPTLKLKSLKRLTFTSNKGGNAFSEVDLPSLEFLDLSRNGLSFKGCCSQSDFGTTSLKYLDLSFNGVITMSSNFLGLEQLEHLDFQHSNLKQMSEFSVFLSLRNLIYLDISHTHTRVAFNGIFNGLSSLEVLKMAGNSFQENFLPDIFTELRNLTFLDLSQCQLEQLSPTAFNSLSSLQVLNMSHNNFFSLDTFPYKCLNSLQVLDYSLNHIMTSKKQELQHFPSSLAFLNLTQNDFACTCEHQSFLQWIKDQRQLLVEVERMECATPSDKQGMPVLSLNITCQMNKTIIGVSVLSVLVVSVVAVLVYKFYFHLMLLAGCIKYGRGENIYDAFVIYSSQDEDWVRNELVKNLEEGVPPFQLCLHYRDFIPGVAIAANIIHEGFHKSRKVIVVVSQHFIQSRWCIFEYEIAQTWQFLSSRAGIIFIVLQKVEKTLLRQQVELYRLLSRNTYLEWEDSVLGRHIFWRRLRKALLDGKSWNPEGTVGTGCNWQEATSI
Target sequence (Q99836 whole entry, looked up): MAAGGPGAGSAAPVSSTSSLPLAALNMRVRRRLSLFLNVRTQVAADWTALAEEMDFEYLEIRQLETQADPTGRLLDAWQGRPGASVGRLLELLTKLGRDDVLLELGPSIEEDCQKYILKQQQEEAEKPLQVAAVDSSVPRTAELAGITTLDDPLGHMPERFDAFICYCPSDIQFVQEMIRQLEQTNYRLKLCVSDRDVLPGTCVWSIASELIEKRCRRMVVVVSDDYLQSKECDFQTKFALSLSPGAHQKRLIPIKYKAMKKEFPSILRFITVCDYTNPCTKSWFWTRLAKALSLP
APP 5UTR inh: APP translation inhibition | SH-SY5Y APP 5'UTR-luciferase reporter, luminescence | inhibition, % at 2 µM | 190,000 compounds, 0.82% hits | AID 1285;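 active = inhibition above a set limit, derived from the sample mean plus 3 SD, cut at about 45% in these data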; also: values of inactives mirror those of a sister screen read the other way
G6PDH counter: counter-screen for G6PDH assay hits: L. mesenteroides G6PDH inhibition; Purified L. mesenteroides G6PDH, diaphorase/resazurin coupled fluorescence, 45 min; inhibition, % at 5 µM; 200,000 compounds, 0.12% hits; AID 1020; in the data active = inhibition above about 50%
STAT1 activator: STAT1 signaling activation; NIH 3T3 STAT1-luciferase reporter, IFN-gamma, luminescence; 100% = IFN-gamma alone, no compound; activation (% of control), % at 5.5 µM; 200,000 compounds, 2.6% hits; AID 932;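 active = activation above the screen-wide mean activation plus 3 SD, cut at about 130% in these data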;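 also: raw ratio to IFN-gamma control signal so 100% means no change and 0% no light; values of inactives mirror those of a sister screen read the other way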
Hsp70 act: Hsp70 transcriptional activation, primary screen; HeLa Hsp70 promoter luciferase reporter, luminescence; scaled: vehicle 0, proteasome-inhibitor control 100%; 200,000 compounds, 0.04% hits; AID 1203; activation, % at 10 µM;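 active = activation above the mean across all tested compounds plus 3 SD, cutoff set per campaign, cut at about 5.5% in these data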;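 also: 100% = MG132 at 30 µM as the positive control and 0% = DMSO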
Diaph act CS: diaphorase activation or chemical reduction counter-screen | AID 1229 | activation factor at 20 µM | 190,000 compounds, 0.005% hits | Diaphorase/resazurin coupled assay, resorufin fluorescence, 16 min; active compounds read high; 1 = vehicle wells, 0 = NADH-free wells;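 active = diaphorase activity raised at least twofold by the compound at 20 µM; inactive = activation factor below 2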
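System – purified diaphorase enzyme from Clostridium kluyveri · Input – enzyme 0.07 U/mL final · Also added – final NADH 0.114 mM, resazurin 0.1 mM · Measured by – fluorescence of resorufin, 544 nm excitation, 590 nm emission · Timing – 16 min enzyme reaction, ambient temperature · Measure – resorufin increase flagging diaphorase activators or reducers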
Diaph inh CS: counter-screen for diaphorase-based assays: diaphorase inhibitors and chemical oxidizers | diaphorase resazurin-to-resorufin fluorescence, NADH, 16 min; bacterial (C. kluyveri) enzyme, not human | 190,000 compounds, 0.69% hits | inhibition, % at 20 µM;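 active = primary screen inhibition at 20 µM above a set limit, cut at about 50% in these data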;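 also: plate controls were DMSO with full reaction for no effect and wells lacking NADH for full effect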
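material = Clostridium kluyveri diaphorase enzyme | amount = 0.14 U/mL diaphorase, enzyme working solution | schedule = incubation 16 min, room temperature | detection = fluorescence of resorufin formed from resazurin, Ex 544/Em 590 nm | benchmarks = positive control minus NADH, DMSO neutral control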
STAT3 act: activators of IL-6 induced STAT3 signaling; 190,000 compounds, 0.91% hits; activation (% of control), % at 5.6 µM; U3A cells, IL-6 STAT3-luciferase reporter, luminescence; 100% = signal with IL-6 EC80 alone; AID 871;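 active = activation above the screen-wide mean of compound activation plus 3 SD, cut at about 130% in these data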;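 also: 0% = background luminescence of wells with medium and substrate only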
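Material: human U3A cells carrying STAT3-luciferase construct. Measured by: reporter luminescence signal. Timing: compound 1 h, then IL-6 6 h at 37 °C.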
STAT1 blocker: STAT1 signaling inhibition | inhibition, % at 5.5 µM | NIH 3T3 STAT1-luciferase reporter, IFN-gamma, luminescence | 200,000 compounds, 0.35% hits;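 active = inhibition above a set limit, the mean inhibition across all tested compounds plus 3 SD, cut at about 34% in these data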;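 also: 0% = IFN-gamma with DMSO and 100% = IFN-gamma with 300 µM nifuroxazide; values of inactives mirror those of a sister screen read the other way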
STAT3 inh: reduces IL-6 driven STAT3 reporter signal. 190,000 compounds, 0.89% hits. AID 862. U3A cells, IL-6 STAT3-luciferase reporter, luminescence; host cell line lacks STAT1. inhibition, % at 5.5 µM;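 active = inhibition above the mean inhibition across all screened compounds plus 3 SD, cut at about 44% in these data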;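 also: 0% = DMSO only wells and 100% = 100 µM nifuroxazide control wells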
An asterisk follows results filed as active; . = not tested or not shown.

SMILES	TLR4-MyD88 BLA	APP 5UTR inh	G6PDH counter	STAT1 activator	Hsp70 act	Diaph act CS	Diaph inh CS	STAT3 act	STAT1 blocker	STAT3 inh
Cc1ccc(OCCn2cc(/C=C3\C(=O)NN(c4ccccc4)C3=O)c3ccccc32)cc1	-6	-12	17	101	-0.2	0.8	16	109	-1	-6
O=C(CN1C(=O)C2(OCCCO2)c2ccccc21)NCCc1ccccc1	-10	10	13	102	-0.2	0.9	5	109	-4	-6
COc1ccc(NC(=O)CSc2n[nH]c(C(C)C)n2)c([N+](=O)[O-])c1	-9	21	5	89	-0.1	0.9	7	94	12	10
CCC(=O)N(C)C(c1ccccc1Cl)c1nnnn1-c1c(C)cccc1C (centres undefined)	4	11	1	92	-0.5	0.9	9	100	9	8
CNC(=O)c1sc(N2N=C3/C(=C/c4ccccc4)CCCC3C2c2ccccc2)nc1C (centres undefined)	28*	-18	1	98	-0.1	0.9	11	93	2	19
CCO[C@H]1OC(C(=O)Nc2ccccc2)=C[C@@H](c2coc3ccccc3c2=O)[C@@H]1CCCO	-11	9	10	99	-0.2	0.6	36	.	3	.
O=C(CN1CCN(c2ccc([N+](=O)[O-])cc2)CC1)Nc1ccccn1	5	6	5	89	-0.3	0.9	11	99	11	3
CSc1nc2sc(-c3ccccc3)cc2c(=O)n1N	5	-2	4	138*	0.4	1	3	95	-43	13
O=C1c2ccccc2C(=O)N1CC(O)Cn1nnc2ccccc21 (centres undefined)	-5	-9	-7	90	-0.3	0.9	14	97	10	7
CCn1c(SCC(=O)Nc2nccs2)nnc1-c1ccc(C)cc1	2	-3	-4	95	-0.3	0.9	10	90	5	16
O=[N+]([O-])c1cc2c(c(CSc3nnc(Nc4ccccc4)s3)c1)OCOC2	6	-28	-1	93	0.2	1	1	79	8	30
C=CCn1c(CCNC(=O)c2cccs2)n[nH]c1=S	-9	2	10	101	-0.1	0.9	11	95	-1	10
Cn1nnnc1SCC(=O)Nc1ccccc1C(=O)NC1CC1	-1	-10	-1	100	-0.5	0.9	11	102	-3	-1
O=C(Nc1ccc(S(=O)(=O)N2CCc3ccccc32)cc1)c1ccc2c(c1)OCO2	6	-5	-41	113	-0.3	0.7	29	91	-13	12
COC(=O)Cc1ccc(NC(=S)NCc2ccccc2Cl)cc1	7	-14	-2	90	0.0	0.9	13	91	11	7
Cc1ccc(-c2nn(CCC(=O)O)cc2CCC(=O)O)cc1	9	-26	-4	101	-0.1	0.9	11	94	-1	12
COc1ccc(-c2nc3n(c(=O)c2C#N)CCCS3)cc1	-3	1	8	101	-0.5	1.1	-10	94	-1	6
CCN(CC)S(=O)(=O)c1cccc(C(=O)OCc2cc(=O)n3nc(C)sc3n2)c1	-5	-13	-3	93	-0.2	0.9	7	100	8	3
CC(C)c1nnc(NC(=O)CCC(=O)Nc2ccc(F)cc2)s1	19	-5	5	98	-0.3	1	1	109	2	-3
CCCCN1CCc2[nH]c(=S)[nH]c(=O)c2C1	2	-18	-4	97	-0.2	0.9	7	104	3	-10

The closing four records of the part before come first, to join the parts.
SMILES	TLR4-MyD88 BLA	APP 5UTR inh	G6PDH counter	STAT1 activator	Hsp70 act	Diaph act CS	Diaph inh CS	STAT3 act	STAT1 blocker	STAT3 inh
COc1ccc(-c2nc3n(c(=O)c2C#N)CCCS3)cc1	-3	1	8	101	-0.5	1.1	-10	94	-1	6
CCN(CC)S(=O)(=O)c1cccc(C(=O)OCc2cc(=O)n3nc(C)sc3n2)c1	-5	-13	-3	93	-0.2	0.9	7	100	8	3
CC(C)c1nnc(NC(=O)CCC(=O)Nc2ccc(F)cc2)s1	19	-5	5	98	-0.3	1	1	109	2	-3
CCCCN1CCc2[nH]c(=S)[nH]c(=O)c2C1	2	-18	-4	97	-0.2	0.9	7	104	3	-10
CCN1CCN(CCCNC(=O)C(=O)c2c(C)[nH]c3ccccc23)CC1	10	-10	2	100	-0.2	1	-4	100	-3	5
CCC(C(=O)O)P(=O)(c1ccc(Cl)cc1)c1ccc(Cl)cc1 (centres undefined)	-20	-16	5	104	0.6	1.1	-6	103	-4	6
Cc1nn(CC(=O)N2CCN(C)CC2)c(=O)c2ccccc12	5	-17	9	100	-0.2	0.9	7	105	1	-5
COCCn1c(SCC(=O)N2CCCc3ccccc32)nc2c(c1=O)SC(C)C2 (centres undefined)	-11	-8	-6	100	0.1	1	1	98	0	11
CSc1nnc([C@H](C)NC(=O)OC(C)(C)C)o1	-1	-2	6	102	0.4	0.9	9	106	-2	-5
CCOc1ccc2nc(NC(=O)COC)sc2c1	-2	-140	0	138*	0.1	0.9	7	89	-43	19
C=CCNC1=C(Cl)C(=O)c2ccccc2C1=O	1	-3	42	98	-0.1	1	4	116	2	-21
O=C1C2C3C=CC(CC3)C2C(=O)N1c1nccs1 (centres undefined)	7	7	8	101	-0.1	0.8	17	100	-1	3
O=c1c2c3c(sc2nc2sc(CN4CCOCC4)cn12)CCCC3	4	5	20	96	-0.2	0.9	7	101	4	5
Cc1ccc2[nH]c(=O)c(C3=NN(C(=O)CCC(=O)O)C(c4cccs4)C3)c(-c3ccccc3)c2c1 (centres undefined)	-5	-9	-4	97	-0.3	0.9	12	109	3	-8
CCN(CC)S(=O)(=O)c1ccc(C(=O)Nc2cccc(C)c2)cc1	-16	-2	-4	102	-0.2	0.8	24	98	-3	3
CCC(=O)Nc1ccc(NC(=O)CSc2nc3cc4c(cc3cc2C)CCC4)cc1	4	6	6	98	-0.2	1	-1	101	2	10
C=CCn1c(SCC(=O)N2CCOCC2)nc2scc(-c3ccco3)c2c1=O	13	5	9	100	0.2	0.7	31	94	2	11
S=c1[nH]nc(Cc2cccc3ccccc23)o1	5	-15	3	106	-0.3	0.9	14	101	-7	1
CC(C)=CC(=O)OCC(=O)Nc1cc([N+](=O)[O-])ccc1F	-11	-6	1	96	-0.1	0.9	14	103	4	-4
Cc1ccccc1S(=O)(=O)Cc1ccc(C(=O)NCCCN2CCN(C)CC2)o1	-10	16	13	105	-0.2	1.2	-20	101	-5	9
COc1ccc([N+](=O)[O-])cc1N(CC(=O)NC1CCCCC1)S(C)(=O)=O	-12	-24	5	91	0.1	0.9	12	103	8	8
CCn1c(CSc2nc(C)cc(C)n2)nnc1SCC(=O)N1CCCc2ccccc21	7	4	15	106	0.3	0.8	18	105	-7	0
O=c1[nH]ncc2c3ccccc3n(Cc3cccc(Cl)c3)c12	16	-9	0	97	-0.2	0.8	18	100	3	4
COc1ccc(OC)c(S(=O)(=O)N2CCC(C(=O)NCCc3ccc(OC)c(OC)c3)CC2)c1	-1	10	-10	94	-0.2	0.9	5	98	6	9
CC(=O)C1(C)N(O)C(C)(C)C(c2ccco2)=[N+]1[O-] (centres undefined)	-1	0	3	104	-0.1	0.9	7	100	-5	3
CCOC(=O)Nc1cccc(OCC(=O)Nc2ccccc2OC)c1	-3	-4	.	99	-0.1	.	.	86	1	19
COc1cc(SC)ccc1C(=O)Nc1ccc(Cl)cn1	-2	-148	7	26	-0.5	0.8	16	18	80*	100*
CCOc1ccc(/C=N/Nc2ccccn2)cc1OC	6	-50	3	155*	0.4	0.9	11	108	-65	-5
COc1cccc(Nc2c(F)c(OC)c(F)c(F)c2C(=O)O)c1	-4	0	1	105	-0.1	1.1	-8	104	-5	-4
C=C(C)c1cccc(C(C)(C)NC(=O)Nc2cc(C)ccc2OC)c1	4	-4	9	95	-0.1	0.8	15	97	5	10
O=C(C(=O)N1CCc2ccccc2C1)c1cn(CC(=O)N2CCCC2)c2ccccc12	0	-4	-18	104	0.2	0.9	14	108	-5	-8
CCn1c(O)c(C=Nc2ccccc2)n(-c2ccccc2)c1=S	-1	4	14	94	-0.2	1.2	-16	100	7	8
C=CCN(CC=C)c1cnn(-c2nc3ccccc3[nH]2)c(=O)c1Cl	-12	-142	11	122	-0.1	0.9	11	80	-23	23
COc1ccc(S(=O)(=O)Nc2ccccc2C(=O)NC(C)C)cc1OC	3	-16	9	101	-0.3	0.9	10	103	-3	1
CC(C)CCNc1nnnc2c1sc1nc(N3CCOCC3)c3c(c12)CC(C)(C)SC3	9	-31	-1	97	0.3	0.7	28	92	3	14
CSc1ccc(C#N)cc1NC(=O)c1ccc(Cl)cc1Cl	0	0	-7	99	-0.2	0.8	20	83	1	27
Cc1ccc(C)c(NC(=O)CN(C)C(=O)[C@@H](NC(N)=O)C(C)C)c1	2	1	3	104	-0.2	1.1	-12	103	-6	-2
Cc1cc(NS(=O)(=O)c2ccc(NC(=O)C(c3ccccc3)c3ccccc3)cc2)no1	-3	-16	0	93	-0.2	0.9	13	102	8	5
CCOC(=O)Nc1ccc2ncn(C)c(=O)c2c1	-5	-2	6	103	0.0	0.9	8	107	-4	0
Cc1c([N+](=O)[O-])c([N+](=O)[O-])nn1CC(=O)NCc1cccnc1	-1	-8	8	93	-0.4	0.8	24	100	6	3
Cc1cccc(CSc2nnc(NC(=O)c3ccco3)s2)c1	7	-14	4	101	0.4	0.9	8	102	-1	1
O=C(O)COc1ccc(NC(=O)c2cccs2)cc1	12	10	.	104	-0.4	.	.	102	-4	0
CCOc1ccc(NC(=O)c2nn(-c3ccc(OC)cc3OC)c(=O)c3ccccc23)cc1	-6	-12	-3	118	0.4	0.9	11	91	-20	14
O=C(Nc1ccc(Cl)cc1)Nc1nnc(SCc2ccc(Cl)cc2)s1	12	-9	4	93	-0.5	1	5	102	8	-2
O=C(O)COc1ccc(/C=C2\SC(=Nc3ccccc3)N(c3ccccc3)C2=O)cc1	-1	-8	0	92	-0.2	0.8	17	96	9	13
Cn1c(Cn2cnc3ccccc32)nc2ccccc21	5	4	1	83	-0.2	0.8	18	96	19	5
CC(C)OC(=O)CSc1nc(-c2ccc(F)cc2)nc2ccc(F)cc12	4	1	5	93	-0.5	1	0	106	8	-4
CCN(Cc1ccccc1)C(=O)Cn1cnc2c1c(=O)n(C)c(=O)n2C	-13	-2	11	98	-0.2	1	-5	105	2	2
COc1ccc(NC(NC(=O)c2ccc(OC)cc2)C(Cl)(Cl)Cl)cc1 (centres undefined)	-3	9	4	82	-0.1	0.7	29	66	20	50*
CCOc1ccc(C(=O)Nc2c3c(nn2-c2ccc(F)cc2)CS(=O)C3)cc1 (centres undefined)	-9	4	4	98	-0.2	0.9	6	101	2	3
CCN1CCCC(CO)(Cc2ccccc2)C1 (centres undefined)	6	-34	9	102	-0.3	0.8	17	100	-4	2
CCc1nnc(NC(=O)CSc2nc3ccccc3c(=O)n2CCCOC)s1	-1	11	5	94	0.9	1	4	114	7	-16
CC(C)NC(=O)C(=O)NCCN1CCN(S(=O)(=O)c2ccc(Cl)cc2)CC1	7	.	-1	103	-0.4	1	3	102	2	-3
